Screening data from PubChem.
GDH-TPI inh – GDH-TPI coupling enzyme inhibitors, primary screen, artefact control for M. tuberculosis FBA inhibitor project, biochemical, absorbance, full deck. inhibition, % at 4.8 µM. 360,000 compounds, 1.2% hits. GDH-TPI coupled enzyme counterscreen, NADH absorbance; in the data active = inhibition above about 30%;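 also: 0% = DMSO wells and 100% = wells lacking the enzyme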
FadD28 FP inh – inhibitors of FadD28 bisubstrate probe binding, primary screen, biochemical, fluorescence polarization, single point; inhibition, % at 12.5 µM; 360,000 compounds, 0.22% hits; in the data active = inhibition above about 8.5%, passing the limit was not always enough; inconclusive = no clear call, values can overlap the other calls
UGM FP inh – M. tuberculosis UGM enzyme inhibitors, primary screen, biochemical, fluorescence polarization, single point; UDP-galactopyranose mutase (Mycobacterium tuberculosis (strain ATCC 25618 / H37Rv)), …; purified UGM, fluorescence polarization probe displacement; inhibition, % at 10 µM; 320,000 compounds, 0.06% hits; AID 504406, 2011; in the data active = inhibition above about 10%, passing the limit was not always enough; inconclusive = no clear call, values can overlap the other calls
Target sequence (P9WIQ1 whole entry, looked up): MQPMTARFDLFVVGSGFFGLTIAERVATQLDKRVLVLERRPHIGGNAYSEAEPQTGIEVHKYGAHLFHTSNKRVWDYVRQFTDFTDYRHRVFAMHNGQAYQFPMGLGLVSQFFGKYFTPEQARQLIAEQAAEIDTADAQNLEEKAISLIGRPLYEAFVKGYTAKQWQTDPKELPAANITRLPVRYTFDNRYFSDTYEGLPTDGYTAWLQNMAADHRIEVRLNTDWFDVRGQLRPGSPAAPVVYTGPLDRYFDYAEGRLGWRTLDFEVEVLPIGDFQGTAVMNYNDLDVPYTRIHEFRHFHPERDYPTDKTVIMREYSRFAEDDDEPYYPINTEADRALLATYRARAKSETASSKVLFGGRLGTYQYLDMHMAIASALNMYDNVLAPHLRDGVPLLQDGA
Mtb FBA inh – Mtb FBA enzyme inhibitors, primary screen, biochemical, fluorescence, strain H37Rv; Fructose-bisphosphate aldolase (Mycobacterium tuberculosis (strain ATCC 25618 / H37Rv)), …; purified M. tuberculosis FBA, fluorescence read-out; inhibition, % at 1 µM; 360,000 compounds, 2.3% hits; AID 588726, 2011; in the data active = inhibition above about 27%;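 also: 0% = vehicle and 100% = reference inhibitor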
PrPC surface inh – inhibitors of human cell surface prion protein PrPC, primary screen, cell-based, TR-FRET; TR-FRET read-out; inhibition, % at 13.8 µM; 370,000 compounds, 0.43% hits; in the data active = inhibition above about 24%; also: 0% = median of the test wells and 100% = reference compound wells
BioA inh – M. tuberculosis BioA enzyme inhibitors, primary screen, biochemical, plate reader, single point, HTS | purified M. tuberculosis BioA enzyme | inhibition, % at 9.99 µM | 360,000 compounds, 0.096% hits | AID 602481, 2012; in the data active = inhibition above about 40%; inconclusive = no clear call, values can overlap the other calls
Rv3671c protease – Rv3671c serine protease inhibitors, primary screen, biochemical, fluorescence polarization, M. tuberculosis H37Rv. P9WHR9. inhibition, % at 5.96 µM. 320,000 compounds, 0.048% hits; in the data active = inhibition above about 38%;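 also: extracellular domain of Rv3671c used as enzyme; 0% = enzyme with DMSO and 100% = no enzyme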
Target sequence (P9WHR9 whole entry, looked up, the tested form may be a part): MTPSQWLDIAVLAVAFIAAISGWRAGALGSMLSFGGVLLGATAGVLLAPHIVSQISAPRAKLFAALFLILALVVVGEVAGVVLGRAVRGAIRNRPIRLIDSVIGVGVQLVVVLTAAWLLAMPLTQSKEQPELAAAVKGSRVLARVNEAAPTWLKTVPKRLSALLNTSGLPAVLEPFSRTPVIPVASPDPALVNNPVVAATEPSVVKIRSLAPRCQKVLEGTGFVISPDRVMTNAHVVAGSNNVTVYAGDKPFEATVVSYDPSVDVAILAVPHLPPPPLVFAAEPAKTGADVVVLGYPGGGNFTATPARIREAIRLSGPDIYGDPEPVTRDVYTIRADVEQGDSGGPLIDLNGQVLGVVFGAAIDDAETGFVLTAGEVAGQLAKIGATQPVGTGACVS
MazF activator – activators of E. coli MazEF toxin-antitoxin RNase, primary screen, biochemical, fluorescence, uHTS; activation, % at 20 µM; AID 504720, 2011; 350,000 compounds, 0.32% hits; FAM/BHQ RNA-DNA oligo cleavage fluorescence, 5 h; Endoribonuclease toxin MazF (Escherichia coli (strain K12)), P0AE70; in the data active = activation above about 50%
Target sequence (P0AE70 whole entry, looked up): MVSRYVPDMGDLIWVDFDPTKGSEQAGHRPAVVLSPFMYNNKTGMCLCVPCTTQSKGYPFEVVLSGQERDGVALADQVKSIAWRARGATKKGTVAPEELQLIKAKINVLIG
BoNT-F LC inh – BoNT/F light chain protease inhibitors, primary screen, biochemical, flow cytometry, MLPCN library. AID 588497, 2011. Multiplex microsphere protease cleavage assay. Botulinum neurotoxin type F light chain protease (Clostridium botulinum). 360,000 compounds, 0.22% hits. inhibition, % at 10 µM; in the data active = inhibition above about 35%, passing the limit was not always enough; inconclusive = no clear call, values can overlap the other calls; also: plate controls were buffer without enzyme for full effect and enzyme alone for no effect
Starred values were filed as active, the others as inactive; u = inconclusive; x = no result given. An unsorted share of the library (roughly 4.8% active in at least one column).

Structure,GDH-TPI inh,FadD28 FP inh,UGM FP inh,Mtb FBA inh,PrPC surface inh,BioA inh,Rv3671c protease,MazF activator,BoNT-F LC inh
COc1ccccc1C(CNC(=O)c1cccc(S(=O)(=O)Nc2ccc(F)cc2)c1)N1CCCC1 (stereo unspecified),-4,-3.5,x,0,0,-4.6,x,-8,6
COCC(=O)Nc1nc2ccc(C)cc2s1,-5,-1.5,0.5,3,-3,x,-1,4,5
Cc1cc2cc(CCNC(=O)CCCc3ccccc3)c(=O)[nH]c2cc1C,9,-1.5,4.2,7,-8,-0.4,2,-4,1
CCn1c(O)c(N=NC(=O)C(O)c2ccccc2)c2ccccc21 (stereo unspecified),10,0.3,0.1,-2,-8,-3.8,6,-10,-5
CN1CCN(c2c(N)c(=O)oc3ccccc23)CC1,16,-4.9,1.2,-2,-3,0.8,8,0,6
Cc1ccc(N2CCN(CC(O)COc3ccccc3)CC2)cc1 (stereo unspecified),1,0.4,-0.8,-1,-3,-0.2,-3,7,23
NC(Cc1ccc2nsnc2c1)C(=O)O (stereo unspecified),2,0.5,-3.9,4,-17,-2.6,2,-2,28
Cc1ccc(C(=O)N2CCCC(C(F)(F)F)C2)cc1S(=O)(=O)N1CCCCC1 (stereo unspecified),-3,-3.0,3.9,-1,12,0.4,-3,0,0
CCOC(=O)C1CCCN(C(=O)c2cc(S(=O)(=O)N3CCCCC3)ccc2C)C1 (stereo unspecified),8,0.6,1.7,2,6,-2.1,8,-8,5
Oc1ccc(/C=N/n2c(-c3ccccc3)n[nH]c2=S)cc1,23,-2.0,0.6,-4,-2,1.3,-5,10,-3
O=C(Cn1ccc([N+](=O)[O-])n1)Nc1nc2ccccc2s1,-5,-0.3,-0.3,3,-7,x,-10,4,8
CCN(CC)S(=O)(=O)c1ccc(OC)c(NC(=S)Nc2ccc(C)c(C)c2)c1,5,1.1,-0.6,0,-3,x,0,-3,-6
Cc1ccc(S(=O)(=O)NC(=O)c2cccn2C)cc1,4,-1.0,3.1,2,-6,-10,-3,-1,-1
CC(CCc1ccccc1)NS(=O)(=O)c1ccccc1F (stereo unspecified),4,-1.0,-0.4,0,-2,-0.2,-2,-4,-1
Cc1sc(NC(=O)c2ccc(OCC(C)C)cc2)c(C(N)=O)c1-c1ccc(Cl)cc1Cl,8,-0.6,0.6,1,1,0.0,-5,0,-1
O=C(COc1ncnc2sccc12)Nc1ccc(F)cc1F,2,1.3,-1.0,8,4,x,-7,1,-9
Fc1ccc(N2CCN(c3ncnc4nc[nH]c34)CC2)cc1,9,0.6,-1.2,1,15,-0.4,0,-4,0
CC1=NN(c2ccc(Cl)c(C(=O)O)c2)C(=O)/C1=C/c1ccc(-c2ccccc2[N+](=O)[O-])o1,13,-1.2,1.3,-1,-7,-3.1,-162,0,0
CCc1nc2ccccc2n1CC(=O)N(C(C)CC)C1CCS(=O)(=O)C1 (stereo unspecified),-2,-2.5,1.1,2,-4,-0.5,0,4,4
Cc1nc2ccccc2c(=O)n1CCc1ccccc1,-3,-1.3,-3.3,2,3,1.1,-9,2,u
COc1ccc(NC(=O)c2ccc(-n3nc(C)cc3C)cc2)cc1OC,-4,-2.0,2.3,1,-2,1.3,4,4,-2
CC(=O)O[C@@H]1[C@H]2[C@@H](C[C@@H](C)[C@@H]3CCC(=O)[C@@]13C)OC(=O)[C@@H]2C,1,0.0,-0.5,1,-4,0.1,-7,7,-1
CC(C)C[C@@H](CNCC(=O)[C@H](Cc1ccccc1)NC(=O)c1[nH]cnc1C(=O)N[C@@H](C)CN)NC(=O)c1nc[nH]c1C(=O)N[C@@H](C)C(=O)O,8,-2.6,x,2,-6,-0.1,x,9,-4
O=C(c1cc2ccccc2oc1=O)N1CCN(c2ncccn2)CC1,2,0.2,-0.3,-3,x,x,-7,-3,4
Cc1cccc(N2CCN(C(=O)C3CCN(c4ncnc5c4nc4n5CCCCC4)CC3)CC2C)c1 (stereo unspecified),-9,-0.1,-0.1,1,12,1.1,-7,5,0

Individual results from the entries so far:
In UGM FP inh, `Cc1nc2ccccc2c(=O)n1CCc1ccccc1` shows -3.3
In BoNT-F LC inh, `CN1CCN(c2c(N)c(=O)oc3ccccc23)CC1` shows 6

In the list so far, these contain a Cl atom:
Structure,GDH-TPI inh,FadD28 FP inh,UGM FP inh,Mtb FBA inh,PrPC surface inh,BioA inh,Rv3671c protease,MazF activator,BoNT-F LC inh
Cc1sc(NC(=O)c2ccc(OCC(C)C)cc2)c(C(N)=O)c1-c1ccc(Cl)cc1Cl,8,-0.6,0.6,1,1,0.0,-5,0,-1
CC1=NN(c2ccc(Cl)c(C(=O)O)c2)C(=O)/C1=C/c1ccc(-c2ccccc2[N+](=O)[O-])o1,13,-1.2,1.3,-1,-7,-3.1,-162,0,0

The list goes on.
Structure,GDH-TPI inh,FadD28 FP inh,UGM FP inh,Mtb FBA inh,PrPC surface inh,BioA inh,Rv3671c protease,MazF activator,BoNT-F LC inh
O=C1C(Cc2ccc(F)cc2)SC(=Nc2ccccc2)N1c1ccccc1 (stereo unspecified),4,-1.0,0.5,-2,8,-2.7,-6,-3,-18
C(=Nn1cnnc1)c1ccc2c(c1)CCC2,3,-1.4,x,3,5,-0.1,x,6,2
O=C(O)c1ccc(-c2nc3scc(-c4ccccc4)c3c(=O)[nH]2)cc1,7,-2.4,2.6,1,5,-0.3,2,-31,1
Cc1cccc(C(=O)Nc2cc(Cl)ccc2-n2cncn2)c1[N+](=O)[O-],4,-5.4,2.3,-2,-2,-1.7,4,3,-17
COc1ccc(-c2nc3ccc(C)cn3c2Cc2ccc(C)cc2)cc1OC,x,-8.8,x,27,-3,29,x,x,-6
O=C(CNC(=O)c1ccc(N2C(=O)c3ccccc3C2=O)cc1)OCC(=O)c1cccc2ccccc12,-3,-0.2,0.9,-4,-6,-2.4,-6,-14,2
O=C(NC(=S)Nc1ccc(Cl)cc1)c1cncc(Br)c1,-2,-2.9,-0.2,0,1,x,4,-2,-3
Cc1onc(-c2ccccc2Cl)c1C(=O)NCCn1c(C)cc2ccccc21,0,2.8,-1.4,3,x,-0.5,-4,-17,-150
CCN(CC)S(=O)(=O)c1ccc(N2CCOCC2)c(NC(=O)c2cc(C)cc(C)c2)c1,9,-2.3,0.6,2,8,0.9,-9,-3,-3
CC1CCCCN1S(=O)(=O)c1ccc(C(=O)N2CCOCC2)cc1 (stereo unspecified),-6,-2.7,-0.2,2,3,1.2,-14,10,-3
CN(C(=O)c1ccc(=O)[nH]c1)C1(C(=O)NC2CCCCC2)CCCCC1,1,-2.9,1.0,2,-4,-1.3,-1,6,-8
CC1=C(C(=O)N2CCOCC2)CC(CC(=O)NCc2cccs2)C(=O)N1CCCN1CCCC1=O (stereo unspecified),x,-1.3,x,3,-2,-2.7,x,x,8
CCN(CC)C(=O)CSc1nc2sc(C)c(C)c2c(=O)[nH]1,6,-1.6,-0.1,3,1,-1.3,4,-13,x
CCCc1sc(N/N=C/c2ccccn2)nc1-c1ccc(F)cc1,7,-2.6,0.7,-2,x,-0.7,4,-20,-22
COC1CCN(C(=O)c2ccc(OC3CCN(CCc4ccccc4)CC3)cc2)CC1,-3,-0.6,-0.9,0,3,9.1,1,6,-2
Cn1c(=O)oc2cc(S(=O)(=O)NCCc3ccccc3)ccc21,4,-2.1,1.9,0,-3,-0.5,-4,-9,2
CCc1cc(=O)oc2cc(C)c(CN3CCCCC3)c(O)c12,15,-1.5,0.7,6,5,3.1,-3,-25,x
CC(C)N1CCN(Cc2ccc(Sc3nncn3C)o2)CC1CCO (stereo unspecified),21,-1.7,-0.8,7,-3,0.4,1,11,-10
Cc1cc(N2CCCC2)ccc1NC(=O)COc1cccc(C(F)(F)F)c1,5,-1.6,-0.4,5,11,-6.8,1,-2,-1
CCOc1ccc(OCCC(=O)OCC(=O)Nc2ccc(C)c(S(=O)(=O)N3CCCCC3)c2)cc1,1,-1.2,x,-2,2,x,-17,0,u
CCN(CC)c1ccc(C=C2C(=O)OC3(CCCCC3)OC2=O)cc1,14,-3.4,0.4,0,-12,x,-42,-399,8
COc1ccc(Br)cc1CN(C)C(C)C(=O)Nc1cc([N+](=O)[O-])ccc1OC (stereo unspecified),-3,-0.2,0.8,-2,-2,x,-3,-10,1
COc1cccc(C2=CC(=O)C(C(C)(C)C)N2C(C)(C)C)c1 (stereo unspecified),11,-4.1,x,4,-9,-2.9,x,-2,3
COc1cc(OC)c2c3c(c(C4CCCCC4)nc2c1)CCCC3,-4,-0.5,x,2,-4,0.5,x,-5,2
Fc1ccc(NC(=S)N2CCCCC2)cc1,-5,-1.6,-0.4,-1,-2,4.5,1,1,-7
CCCN(c1ccccc1F)S(=O)(=O)c1c[nH]c(C(=O)OC)c1,7,-1.3,-3.4,-1,4,0.2,0,5,3

5 compounds out of the list, arranged by heavy-atom count, highest first:
Structure,GDH-TPI inh,FadD28 FP inh,UGM FP inh,Mtb FBA inh,PrPC surface inh,BioA inh,Rv3671c protease,MazF activator,BoNT-F LC inh
CC1=C(C(=O)N2CCOCC2)CC(CC(=O)NCc2cccs2)C(=O)N1CCCN1CCCC1=O (stereo unspecified),x,-1.3,x,3,-2,-2.7,x,x,8
CCN(CC)S(=O)(=O)c1ccc(N2CCOCC2)c(NC(=O)c2cc(C)cc(C)c2)c1,9,-2.3,0.6,2,8,0.9,-9,-3,-3
COc1ccc(-c2nc3ccc(C)cn3c2Cc2ccc(C)cc2)cc1OC,x,-8.8,x,27,-3,29,x,x,-6
O=C1C(Cc2ccc(F)cc2)SC(=Nc2ccccc2)N1c1ccccc1 (stereo unspecified),4,-1.0,0.5,-2,8,-2.7,-6,-3,-18
CCCc1sc(N/N=C/c2ccccn2)nc1-c1ccc(F)cc1,7,-2.6,0.7,-2,x,-0.7,4,-20,-22
